ADAM10 inh: ADAM10 inhibition, QFRET primary screen; O14672; recombinant ADAM10, EDANS/DABCYL FRET peptide cleavage, 3 h; inhibition, % at 7 µM; hit rate 0.62% among 370,000;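 active means inhibition above a per-campaign cutoff equal to the mean of compounds falling between control-based bounds plus 3 SD, cut at about 20% in these data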;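 further: 0% = DMSO wells while the 100% control is not disclosed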
PLC-beta3 inh: inhibitors of human phospholipase C beta3. Q01970. Purified PLC-beta3, fluorogenic substrate, fluorescence. inhibition, % at 12.2 µM. hit rate 0.18% among 370,000; in the data active means inhibition above about 11%;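 further: 0% = median of compound wells on plate and 100% = full blocker control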
sPLA2-III inh: Inhibits HGIII-sPLA2 liposome hydrolysis, primary screen; Q9NZ20; QFRET BODIPY PC-A2 liposome hydrolysis, fluorescence; inhibition, % at 12.2 µM; hit rate 0.56% among 370,000; AID 743126;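 active means inhibition above mean plus 3 SD of compounds lying within the high and low control bounds, cut at about 19% in these data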;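 further: 0% = median of test compound wells and 100% = no enzyme DMSO wells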
DAX1 inh-1: inhibitors of human orphan nuclear receptor DAX1 (NR0B1); P51843; inhibition, % at 6.75 µM; HEK293 Gal4-DAX1 luciferase reporter, luminescence; AID 504766; hit rate 0.99% among 340,000;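 active means inhibition above the mean over all tested compounds plus 3 SD, cut at about 4.2% in these data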;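 further: 0% = DAX1-transfected cells with DMSO and 100% = empty-vector control cells with DMSO; inhibition shows as a rise in luminescence from relieved DAX1 repression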
Target sequence (P51843 207-470 limits assumed): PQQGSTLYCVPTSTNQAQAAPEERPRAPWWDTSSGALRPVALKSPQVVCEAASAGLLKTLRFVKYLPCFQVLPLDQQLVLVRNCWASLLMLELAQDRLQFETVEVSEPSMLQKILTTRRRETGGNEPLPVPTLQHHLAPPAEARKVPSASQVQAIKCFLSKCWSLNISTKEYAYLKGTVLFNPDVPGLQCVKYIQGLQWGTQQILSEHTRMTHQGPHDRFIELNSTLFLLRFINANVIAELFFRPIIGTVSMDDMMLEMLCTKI
hcDAF-12 act: H. contortus DAF-12 activation, primary screen; HEK293 hcDAF-12 lit1-tk-luc reporter, luminescence; 0% DMSO, 100% Δ7-dafachronic acid; hit rate 1.4% among 370,000; activation, % at 6.8 µM; AID 652067;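 active means activation above the mean of all tested compounds plus 3 SD, cut at about 5.5% in these data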;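 further: 100% = response to 3 µM Δ7-dafachronic acid high control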
FXN GAA850 act: increases GAA850 frataxin promoter reporter activity. HEK293 lucGAA850 FXN promoter luciferase reporter, 24 h; percent of 10 µM SAHA response. hit rate 0.56% among 360,000. activation, % at 6 µM;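 active means activation above the average of all compounds screened plus 3 SD, cutoff fixed separately per campaign, cut at about 7.5% in these data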;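 further: 0% = DMSO wells and 100% = 10 µM SAHA wells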
ADAM17 inh: ADAM17 inhibition, QFRET primary screen | recombinant ADAM17, EDANS/DABCYL FRET peptide cleavage | AID 720648 | hit rate 0.83% among 370,000 | inhibition, % at 6.95 µM;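 active means inhibition above the mean of compounds lying between control limits plus 3 SD, set per campaign, cut at about 8.5% in these data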;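 further: 0% = DMSO-only wells as the low control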
Target sequence (P78536 215-824 limits assumed): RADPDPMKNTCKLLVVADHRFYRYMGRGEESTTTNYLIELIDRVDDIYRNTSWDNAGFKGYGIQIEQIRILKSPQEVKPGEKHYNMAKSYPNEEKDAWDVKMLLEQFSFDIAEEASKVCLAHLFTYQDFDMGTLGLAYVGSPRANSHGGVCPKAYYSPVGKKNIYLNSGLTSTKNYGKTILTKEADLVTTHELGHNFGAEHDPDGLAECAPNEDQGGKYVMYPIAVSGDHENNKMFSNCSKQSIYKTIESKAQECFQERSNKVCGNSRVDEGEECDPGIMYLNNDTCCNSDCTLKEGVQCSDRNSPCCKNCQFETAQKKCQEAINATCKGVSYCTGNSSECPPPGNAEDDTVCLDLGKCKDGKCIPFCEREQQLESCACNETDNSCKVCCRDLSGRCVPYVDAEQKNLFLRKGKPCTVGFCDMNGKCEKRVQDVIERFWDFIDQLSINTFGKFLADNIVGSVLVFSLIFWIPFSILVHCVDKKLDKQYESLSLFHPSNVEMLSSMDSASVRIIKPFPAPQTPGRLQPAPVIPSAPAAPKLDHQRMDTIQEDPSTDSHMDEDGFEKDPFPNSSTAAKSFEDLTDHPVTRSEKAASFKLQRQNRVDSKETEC
PLC-gamma1 inh: blocks human PLC-gamma1 enzyme activity | purified PLC-gamma1, fluorogenic substrate, fluorescence | inhibition, % at 12.2 µM | hit rate 0.84% among 370,000 | AID 720700; in the data active means inhibition above about 9.5%
DAX1 inh-2: blocks DAX1 repression of SF-1 activated StAR promoter | HEK293T StAR-luciferase reporter, SF-1/DAX-1 repression relief | inhibition, % at 6.8 µM | hit rate 1.1% among 370,000 | AID 652010;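 active means inhibition above the mean over all tested compounds plus 3 SD, cut at about 3.6% in these data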;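 further: 0% = DAX-1 cells with DMSO and 100% = cells lacking DAX-1 with DMSO; higher inhibition means more luminescence from relief of DAX-1 repression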
hgDAF-12 ag: hgDAF-12 agonism, primary luciferase screen. AID 687014. activation, % at 6.8 µM. hit rate 1.8% among 370,000. HEK293 GAL4-hgDAF12 UAS-luciferase reporter, agonist luminescence; normalized to butyrate control;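 active means activation above a cutoff set at the mean of all screened compounds plus 3 SD, cut at about 10% in these data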;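 further: 0% = DMSO wells and 100% = sodium butyrate wells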
ssDAF-12 act: S. stercoralis DAF-12 activation, primary screen | HEK293 ssDAF-12/GRIP1 lit1-tk-luc reporter, luminescence; % of 3 µM dafachronic acid response | activation, % at 6.8 µM | hit rate 1% among 370,000 | AID 652126;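 active means activation above the mean over all tested compounds plus 3 SD, cut at about 0.9% in these data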;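 further: 0% = DMSO-only wells and 100% = 3 µM delta7-dafachronic acid wells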
Active calls of the source: *; i = inactive; · = not tested or not shown.

Results follow in this order: ADAM10 inh, PLC-beta3 inh, sPLA2-III inh, DAX1 inh-1, hcDAF-12 act, FXN GAA850 act, ADAM17 inh, PLC-gamma1 inh, DAX1 inh-2, hgDAF-12 ag, ssDAF-12 act
> CCCn1nc(NC(=O)c2ccccn2)c2cc3cc(C)ccc3nc21
 : -30, -118, 4, 0.4, -0.2, 0.7, -11, -92, 0.9, 4.8, -1.3
> COCCSc1ccccc1C(=O)Nc1cc(C)on1
 : -2, -23, 2, -1.6, 1.2, -1.4, -2, -3, -0.1, -0.4, -0.9
> N#CCCN(C(=O)COC(=O)CNC(=O)c1ccc(-c2ccccc2)cc1)c1ccc(F)cc1
 : 8, 1, -29, -0.3, -0.5, -0.1, 3, 2, 1.2, -0.8, -0.6
> CN(C)c1ccc(NC(=O)CCn2c(=S)oc3ccccc32)cc1
 : -5, -2, 8, 0.8, 2.6, 4.2, -3, -1, 0.1, 2.3, -1.3
> N#C/C(=C/C1=C(N2CCOCC2)C(=C/c2ccc(Cl)cc2)/CC1)C(=O)Nc1ccccc1F
 : -5, -6, -4, -0.9, -1.0, 1.1, -3, -6, 1.5, -2.3, -1.1
> CN1CCN(NC(=S)Nc2ccc(Oc3ccccc3)cc2)CC1
 : -3, 4, 1, -1.2, -1.4, 1.0, -2, 0, -1.3, -0.7, -1.5
> C/C(=N\NC(=O)c1c(Cl)c(C)nn1C)c1ccc(NC(=O)C2CCC2)cc1
 : -9, -8, 4, -1.0, -1.0, -1.5, -4, -1, -5.9, 2.8, -1.3
> CCOC(=O)C1=C(C)c2ccccc2OC1(C(=O)OCC)C(C)C (stereo not given)
 : -10, -1, 0, -0.8, -0.9, -1.1, -5, -2, -0.8, -3.0, -1.5
> C[C@@H]1CN([C@@H](C)CO)C(=O)CCCn2cc(nn2)CO[C@H]1CN(C)C(=O)Nc1ccc2c(c1)OCCO2
 : -4, 0, -3, ·, -2.8, ·, -2, -1, -3.0, -9.7, -2.0
> CC(=O)Nc1ccccc1NC(=O)C/C(C)=N/NC(=O)c1ccccn1
 : 3, -5, 3, 0.7, 7.5*, 4.9, 0, 1, 4.6*, 10, 0.4
> CCCC(=O)Nc1c(C(=O)OCC)oc2ccccc12
 : 0, -2, -1, -1.1, -1.5, 3.5, 1, 1, -0.2, 2.1, -1.0
> CCc1c(C(=O)NNC(=S)Nc2ccc(S(=O)(=O)Nc3ncccn3)cc2)csc1C
 : 23*, -4, -1, 0.5, -1.3, 0.8, 8, 2, 4.0*, -0.4, -0.6
> CC(C(=O)NCCCc1ccccc1)n1cccc1C(=O)c1ccccc1 (stereo not given)
 : -4, -11, -7, 0.0, -0.5, -1.4, 0, -4, -1.1, -0.6, -1.2
> COc1cc2c(cc1OC)CN(S(=O)(=O)c1cccs1)CC2
 : -1, 0, -10, -0.2, -2.4, 1.4, -3, -2, -0.2, 0.9, -1.0
> C=CCC1(CC=C)CCCN1C(=O)c1cc(COc2ccc(F)c(F)c2)on1
 : 4, -10, -10, 0.0, -0.8, 0.6, 0, 3, -0.2, -2.2, -1.1
> O=S(=O)(Nc1ccc(Cc2ccncc2)cc1)c1ccc(Br)cc1
 : 6, 2, -47, -1.7, -2.6, -4.0, -1, 1, -1.6, -1.7, -2.2
> Cc1cc(S(=O)(=O)N2CCN(CC(=O)NC(C)(C#N)C3CC3)CC2)ccc1Br (stereo not given)
 : -8, -2, 2, 2.5, -1.5, 0.3, -7, 5, 0.7, -3.1, -1.4
> O=c1[nH][nH]c(C(F)(F)F)c1C=Nc1ccccc1Cl
 : -1, 0, 4, 0.7, -0.6, 1.0, -2, 2, -0.3, -1.2, -1.3
> CCOC(=O)C1(Cc2cccc(OC)c2)CCN(Cc2cccc(OC)c2OC)CC1
 : 2, -1, -14, -0.6, -2.5, -4.8, 0, 3, -0.9, -1.2, -1.6
> Cc1cc2cc(C(c3nnnn3Cc3ccco3)N3CCc4ccccc4C3)c(=O)[nH]c2cc1C (stereo not given)
 : -109, -192, -9, 1.6, 2.3, -1.7, -34, -142, 0.2, 2.1, -0.1
> N/N=C(\c1ccccc1)C12CN3CN(CN(C3)C1)C2
 : 4, 3, -2, -0.9, 2.4, 0.4, 0, 1, 0.0, 1.2, -0.1
> Cc1ccc(-n2nc(-c3ccco3)cc2C(=O)O)cc1
 : -12, -16, -5, -0.8, 1.9, 0.1, -5, -8, 0.9, 1.2, -0.5
> FC(F)(F)c1nc2ccccc2c2nc3ccccc3n12
 : -126, -53, 3, 1.8, 8.3*, 2.8, -39, -45, -0.2, 6.5, -0.8
> O=C(COc1cc2oc(=O)c3c(c2cc1Cl)CCC3)Nc1cccnc1
 : -36, -17, 6, 0.8, -0.4, -1.2, -17, -7, -0.7, -2.4, -0.9
> O=C(C[C@@H]1C/C=C/CC[C@@H](Cc2ccc(F)cc2)C(=O)OC[C@H](Cc2ccccc2)NC1=O)N[C@H](CO)Cc1ccccc1
 : 13, 0, -42, -0.9, -1.8, -5.4, 2, 0, -0.9, -0.3, -1.3
> Cc1[nH]c2ccccc2c1/C=N/NC(=O)Cc1cccs1
 : 3, -1, -3, 1.7, -1.3, 0.5, -2, -4, -0.7, 2.1, -1.4
> Cc1cc(=O)n2c3ccccc3n(CC(O)CN3CCOCC3)c2c1C#N (stereo not given)
 : -52, -14, -1, 1.3, -1.7, -0.5, -21, -1, 0.6, -0.5, -2.0
> CC1Cc2ccccc2N1C(=O)CSc1nn2c(=O)c(C(C)(C)C)nnc2s1 (stereo not given)
 : 2, 4, 0, -1.2, -0.8, -0.5, -2, 0, -1.0, 1.3, -1.4
> Cc1cccc(NC(=O)COc2coc(CN3CCc4ccccc4C3)cc2=O)c1
 : 3, -4, -4, -0.6, -1.7, -1.2, -2, -1, -2.1, -3.9, -1.0
> CCOc1ccc(CCNC(=O)C2CCN(S(=O)(=O)CC)CC2)cc1OCC
 : -1, -1, 4, -1.3, -0.9, 0.2, -3, 1, 0.4, -0.3, -0.7

The last four entries of the part before are carried over, then new ones follow.
Results follow in this order: ADAM10 inh, PLC-beta3 inh, sPLA2-III inh, DAX1 inh-1, hcDAF-12 act, FXN GAA850 act, ADAM17 inh, PLC-gamma1 inh, DAX1 inh-2, hgDAF-12 ag, ssDAF-12 act
> Cc1cc(=O)n2c3ccccc3n(CC(O)CN3CCOCC3)c2c1C#N (stereo not given)
 : -52, -14, -1, 1.3, -1.7, -0.5, -21, -1, 0.6, -0.5, -2.0
> CC1Cc2ccccc2N1C(=O)CSc1nn2c(=O)c(C(C)(C)C)nnc2s1 (stereo not given)
 : 2, 4, 0, -1.2, -0.8, -0.5, -2, 0, -1.0, 1.3, -1.4
> Cc1cccc(NC(=O)COc2coc(CN3CCc4ccccc4C3)cc2=O)c1
 : 3, -4, -4, -0.6, -1.7, -1.2, -2, -1, -2.1, -3.9, -1.0
> CCOc1ccc(CCNC(=O)C2CCN(S(=O)(=O)CC)CC2)cc1OCC
 : -1, -1, 4, -1.3, -0.9, 0.2, -3, 1, 0.4, -0.3, -0.7
> Oc1c(C(c2ccc(F)cc2)N2CCc3ccccc3C2)sc2ncnn12 (stereo not given)
 : -6, 0, -36, -0.2, -1.4, -1.3, -4, 0, -0.4, 1.1, -0.6
> O=S(=O)(c1cccs1)N1CCC(CO)(Cc2ccc(Cl)cc2)CC1
 : 17, 0, -17, 4.1, -1.7, 2.8, 12*, 10*, 0.1, 2.1, -1.2
> O=C(COc1ccc(S(=O)(=O)N2CCCC2)cc1)N1CCCCC1
 : -5, -2, 4, -0.8, -1.9, -1.5, 1, 1, 0.3, -1.2, -1.1
> Cc1ccc(NC(=O)C(C)OC(=O)c2nc(Cl)ccc2Cl)cc1S(=O)(=O)N1CCOCC1 (stereo not given)
 : -2, -11, -4, 0.9, 5.3, 0.3, 0, -5, -0.1, 2.7, -0.1
> CC(C)NC(=O)Cn1c(SCC(=O)c2ccc(F)cc2)nc2ccccc21
 : -2, -1, 1, -0.3, -1.7, 0.9, -3, 0, -0.4, 0.3, -0.3
> CC(=O)Nc1ccccc1/C=C/c1ccc2c(C)ccc(O)c2n1
 : 9, -30, -1, -1.4, -3.9, 2.8, 3, -27, -1.4, -0.8, -1.2
> O=C(O)c1ccc2cccnc2c1O
 : 2, -10, 0, 0.4, -0.4, -1.6, -1, -5, -0.2, -0.4, -1.7
> COc1cc2c(cc1OC)C(C)N(CC(=O)Nc1ccc(S(=O)(=O)N3CCCC3)cc1)CC2 (stereo not given)
 : -96, -168, -12, -0.2, 1.6, -0.1, -28, -105, -0.6, 1.8, -0.9
> O=C1/C(=C/c2ccncc2)SC(=S)N1Nc1ccccc1
 : -1, -9, -16, ·, -0.1, 2.6, -4, -6, 0.3, 0.6, -0.8
> O=C(O)c1cc(S(=O)(=O)N2CCCCC2)sc1Cl
 : 1, -1, 13, 0.8, -2.3, -0.3, -5, -1, 0.0, -2.0, -2.5
> CC(OC(=O)CN1C(=O)c2ccccc2C1=O)C(=O)NC1CCCCC1 (stereo not given)
 : -7, -7, 2, 1.1, -1.1, 1.0, -3, 3, -0.1, -3.2, -1.0
> Cc1cc(C)c(N(C(=O)Cn2nnc3ccccc32)C(C(=O)NC(C)(C)C)c2ccsc2)c(C)c1 (stereo not given)
 : 5, 0, -11, 1.9, -2.0, -5.9, -4, -1, -0.6, -1.4, -1.3
> COc1ccc(NC(=O)CCc2nnc3ccc(N4CCC(C)CC4)nn23)cc1
 : -3, -9, 2, 0.1, 0.7, -1.5, -5, -1, -0.3, -1.3, -1.4
> c1ccc(-n2cnnc2SCc2cn3cccnc3n2)cc1
 : i, i, 0, 0.6, -0.8, -2.7, -413, -369, -0.1, 0.8, -1.3
> CCOC(=O)C1CCN(C(=O)CNC(=O)c2nn(-c3ccc(OC)c(OC)c3)c(=O)c3ccccc23)CC1
 : -2, -35, 2, -0.5, 1.5, 1.4, -4, -18, -0.6, 1.6, -0.2
> CCc1cc(=O)oc2cc(OCC(=O)N(CC)CC)c(Cl)cc12
 : -109, -5, 11, -1.6, -0.4, 0.0, -29, -4, -0.5, 0.7, -1.5
> COc1ccc(OC)c(NC(=O)C(=O)N/N=C(\C)CC(=O)Nc2ccc(Cl)cn2)c1
 : -223, -80, -3, 1.7, -1.3, 0.0, -64, -51, 0.2, -2.2, -0.9
> C#CCNC(=O)C1=C[C@@H](c2ccccc2)C[C@@H](OCc2ccc(CO)cc2)O1
 : 0, -1, -3, 0.8, -1.8, 2.6, -5, -3, 0.1, 0.4, -1.4
> CC(C)CC1(C2CCCC2)NC(=O)NC1=O (stereo not given)
 : -4, 7, 3, 1.6, -0.4, 1.1, -2, 1, -0.7, 0.1, -0.7
> Cc1c(C)n2c(SCC(=O)NC3CCCC3)nnc2[nH]c1=O
 : 0, -7, 10, 0.1, -0.7, 1.0, -6, 5, -1.1, -0.9, -1.2
> COc1ccc(-c2csc(NC(=S)NC(=O)c3cc4ccccc4o3)n2)cc1Br
 : -4, -7, 5, 0.8, -2.5, 0.7, -2, -3, 0.1, -0.5, 0.4
> Cc1ccc(S(=O)(=O)NN=Cc2c(O)ccc3ccccc23)cc1
 : 1, -17, -16, 0.0, 2.5, 2.9, -2, -7, 0.1, -3.6, -0.2

Compound activity (PubChem)
